PhoP GFP inhibition: Inhibition of PhoP regulon, Salmonella typhi GFP reporter cells, confirmation, 4 h (AID 1850). 310,000 compounds, 0.33% hits. inhibition, % at 50 µM, or IC50 in µM where a hit was titrated. Salmonella Typhi PhoP-promoter GFP reporter, fluorescence, 4 h; higher % means a stronger effect; in the data active means a potency from the dose series; inconclusive means inhibition mostly from about 25% at the one dose, without a potency; inactive means the rest, 99 in 100 with inhibition below about 19%;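 further: 0% = induced wells with vehicle and 100% = uninduced wells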
influenza NS1A: H1N1 influenza NS1A inhibitors, functional cell based assay (AID 504329). inhibition, % at 12.5 µM; hits with a dose series show IC50 in µM. NS1A functional cell-based assay, percent inhibition; higher % means a stronger effect. 340,000 compounds, 0.3% hits; in the data active means a potency from the dose series; inconclusive means inhibition above about 27% without an active follow-up result; further: strong numbers were not always called active
tuberculosis growth: growth inhibition of non-replicating M. tuberculosis (AID 488890) | one-dose inhibition, % at 25 µM; IC50 in µM for titrated hits | Mycobacterium tuberculosis non-replicating, growth inhibition; higher % means a stronger effect | 320,000 compounds, 0.39% hits; in the data active means a potency from the dose series; inconclusive means inhibition mostly from about 82% at the one dose, without a potency; inactive means the rest, 99 in 100 with inhibition below about 76%;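 further: plate controls were DMSO cells for no effect and high antibiotic wells for full effect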
M. tuberculosis HTS: M. tuberculosis growth inhibition, HTS (AID 449762) | inhibition, % at 25 µM; hits with a dose series show IC50 in µM | 330,000 compounds, 0.59% hits | M. tuberculosis H37Rv growth inhibition, 7H9 media; higher % means a stronger effect; in the data active means a potency from the dose series; inconclusive means inhibition above about 70% without an active follow-up result;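 further: bacterial growth assessed after seven days of incubation; strong numbers were not always called active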
VEEV TC-83 Vero: inhibitors of VEEV TC-83 cytopathic effect, confirmation, Vero cells (AID 588727) | Vero cells, VEEV TC-83 cytopathic effect inhibition; higher % means a stronger effect | inhibition, % at 20 µM; hits with a dose series show IC50 in µM | 350,000 compounds, 0.13% hits; in the data active means a potency from the dose series; inconclusive means inhibition mostly from about 14% at the one dose, without a potency; inactive means the rest, 99 in 100 with inhibition below about 12%; further: strong numbers were not always called active
VEEV TC-83 Vero 10K pilot screen: second read-out of VEEV TC-83 Vero, no call of its own (marks repeat the call); inhibition, %; measured here: 10K pilot screen inhibition
* marks the source's active call; other numbers are inactive results; i = inactive; ? = inconclusive; . = no result given.

SMILES	PhoP GFP inhibition	influenza NS1A	tuberculosis growth	M. tuberculosis HTS	VEEV TC-83 Vero	others
O=C(N=C1SC2CS(=O)(=O)CC2N1Cc1ccc(Cl)cc1)C1CC1 (stereo not drawn)	3%	0%	4%	7%	1.9%
COc1ccccc1NC(=O)Nc1ccc2[nH]c(=O)[nH]c2c1	3%	15%	33%	-3%	0.4%
Cc1cc(Nc2cccc(Cl)c2Cl)n2ncnc2n1	0%	18%	58%	-3%	0.5%
Cc1[nH][nH]c(=O)c1C(c1cc([N+](=O)[O-])ccc1O)c1c(C)[nH][nH]c1=O	15%	-7%	23%	-3%	0.5%
Cn1nc(C(=O)NCCc2ccc(S(N)(=O)=O)cc2)c2ccccc2c1=O	9%	13%	-8%	4%	0.4%
Cc1nn(C)c(C(=O)Nc2ccc(Cn3cccn3)cc2)c1[N+](=O)[O-]	-1%	9%	11%	-4%	0.5%
CC(C)c1c(C(=O)N/N=C/c2ccoc2)nnn1-c1nonc1N	7%	4%	-4%	5%	i
COc1ccc2nc(N3C(=O)C(O)=C(C(=O)c4ccco4)C3c3ccccc3OC)sc2c1 (stereo not drawn)	13%	-2%	26%	1%	3.0%
CCN(CC)S(=O)(=O)c1ccc(C(=O)NNC(=O)c2csc(N3CCOCC3)n2)cc1	1%	-3%	-8%	-2%	8.1%
O=S(=O)(Cc1ccccc1)Cc1cnc(Cl)s1	8%	-1%	4%	-4%	0.9%
O=C(c1ccco1)N1CCN(S(=O)(=O)c2ccc(Cl)cc2)CC1	3%	0%	-8%	2%	i
O=C1CC(c2ccccc2)Cc2nc(N3CCc4ccccc43)ncc21 (stereo not drawn)	-3%	-8%	-2%	1%	1.4%
COc1cc(/C=C/C(=O)OC(C)C(=O)Nc2ccc(Cl)cn2)ccc1OC(F)F (stereo not drawn)	.	-16%	59%	28%	9.2%
O=C(NC(C(=O)c1ccccc1)c1ccccc1)c1ccccc1 (stereo not drawn)	.	-14%	.	.	9.2%
CN1CCCc2cc(C#N)c(=O)[nH]c21	-4%	1%	-1%	-5%	2.9%
COc1ccc(/C=C/C(=O)NC2CCCCC2C)cc1 (stereo not drawn)	-2%	4%	3%	1%	7.8%
O=C(Nc1ccc(Cl)cc1)C1CC2CCCC(C1)C2=O (stereo not drawn)	-4%	-4%	25%	-3%	0.7%
O=C(NCCC1=CCCCC1)C(=O)NCC1OCCCN1S(=O)(=O)c1cc(F)ccc1F (stereo not drawn)	-3%	-1%	19%	-2%	i
Nc1cccc(C#Cc2ccc3c(=O)c4ccccc4oc3c2)c1	.	-5%	3%	-1%	1.8%	VEEV TC-83 Vero 10K pilot screen=2.1
CCN(CCNc1ccc(Cl)cc1[N+](=O)[O-])C(=O)c1cc([N+](=O)[O-])c(N(C)C)cc1OC	-1%	9%	19%	-11%	i
COC(=O)c1ccccc1NC(=S)N(Cc1ccc2c(c1)OCO2)Cc1cc2ccc(C)cc2[nH]c1=O	0%	0%	40%	3%	13%
Cc1ccccc1S(=O)(=O)/N=C(/c1ccccc1)N1CCOCC1	-3%	-6%	-4%	-7%	2.3%
CC1=CC2=NC(=O)/C(=C/c3cccs3)C(=N)N2O1	16%	-1%	-5%	-8%	1.3%
COC(=O)c1c(NC(=O)C(C)C)sc(C(=O)N2CCOCC2)c1C	-1%	-7%	0%	-8%	1.0%
CN(C)/C=C/c1onc(-c2c(Cl)cccc2Cl)c1C#N	-9%	5%	-20%	9%	1.5%
SMILES	PhoP GFP inhibition	influenza NS1A	tuberculosis growth	M. tuberculosis HTS	VEEV TC-83 Vero	others
C=CCn1c(SCC(=O)Nc2cccc(C)c2)nnc1-c1cnccn1	0%	-7%	18%	9%	i
COc1ccccc1CNC(=O)/C=C/c1ccc(S(=O)(=O)N2CCOCC2)cc1	3%	-3%	22%	10%	1.4%
COC(=O)c1ccc(C(C(=O)NC2CCCCC2)N(CCc2ccccc2)C(=O)Cc2cccs2)cc1 (stereo not drawn)	-4%	3%	-20%	1%	0.7%
CCOC(=O)N1CCC(NC(=O)C2CCN(C(=O)c3cc4oc(C)cc4n3Cc3c(F)cccc3Cl)CC2)CC1	-2%	6%	5%	?	1.2%
CCOC(=O)COc1ccc2c(c1)C(=O)CC1(CCN(C(C)=O)CC1)O2	-3%	2%	.	.	i
COc1ccc(/C=N/n2c(C)nnc2C)c(OC)c1	-3%	-21%	-19%	-10%	2.6%
CC(=O)N1CCc2cc(S(=O)(=O)NCCC(=O)N3CCN(c4ccccn4)CC3)ccc21	-15%	-7%	6%	-2%	0.0%
CCOc1cc(C(=O)O)ccc1OCCOc1ccccc1	6%	-4%	-8%	3%	2.6%
COc1ccc(NS(=O)(=O)c2ccc(S(=O)(=O)N3CCCC3)cc2)cc1Cl	0%	-4%	6%	-9%	i
Clc1cccc(/C=N/Nc2nnc(Cl)c3ccccc23)c1	-7%	1%	-7%	5%	i
Cc1oc(-c2cccc(Cl)c2)nc1CN1CCC(C(=O)NCCCN2CCCC2=O)CC1	1%	2%	37%	-15%	1.1%
COc1ccc2c(c1)c1ncn(Cc3ccc(F)cc3)c(=O)c1n2C	11%	.	-1%	5%	2.4%
CC(C1CC1)N(Cc1ccccc1)C(=O)NC(=O)c1cccc(F)c1 (stereo not drawn)	-6%	-1%	-6%	-4%	4.8%
O=C(Nc1cccc(F)c1)C1CCN(c2nnnn2-c2ccccc2)CC1	-11%	-5%	8%	-4%	2.6%
N/C(COc1cccc(C(F)(F)F)c1)=N\NC(=O)c1cccnc1Oc1ccccc1	2%	9%	-9%	2%	0.4%
Cc1onc(-c2ccccc2Cl)c1C(=O)NCCN1Cc2ccccc2C1=O	0%	-5%	6%	-1%	0.4%
Cc1ccc(C(=O)NCCCC(=O)O)o1	-9%	-9%	-19%	-8%	0.2%
C/C(Sc1nnc(Cc2ccccc2)o1)=C(\O)c1ccccc1	.	7%	.	.	0.2%
COc1ccc(C2CC(c3ccc(Br)cc3)=NN2C(=S)Nc2ccccc2)cc1 (stereo not drawn)	-9%	-2%	24%	-4%	2.6%
COc1cc(NC(=O)c2ccco2)c(OC)cc1NC(=O)Nc1ccc(Cl)cc1	-3%	-1%	3%	-1%	i
Cc1cc2oc(=O)cc(Cn3ccnc3)c2cc1O	12%	-1%	-6%	4%	0.4%
Cc1ccc(NC(=O)CN2C(=O)c3ccccc3C2=O)cc1	-5%	-9%	32%	-14%	0.9%
CC(=O)Nc1ccc(OS(=O)(=O)c2ccc(C(C)(C)C)cc2)cc1	5%	.	8%	10%	.
COc1cc(NC(=O)c2ccc3c(c2)OCO3)ccc1NC(=O)c1ccco1	5%	-4%	7%	9%	i
O=C(COC(=O)CNC(=O)c1ccccc1)Nc1nc(-c2ccccc2)cs1	1%	-5%	-1%	-2%	0.1%
SMILES	PhoP GFP inhibition	influenza NS1A	tuberculosis growth	M. tuberculosis HTS	VEEV TC-83 Vero	others
CCCn1c(=O)c(C(=O)NC(C)c2ccccc2)c(O)c2ccccc21 (stereo not drawn)	0%	-2%	11%	-4%	3.9%
O=C(c1ccccc1)c1ccccc1C(=O)N1CCCC1	1%	0%	3%	2%	i
Cc1cc(C)cc(N(CCC#N)C(=O)COC(=O)CNC(=O)c2sc3ccccc3c2Cl)c1	-2%	-6%	14%	2%	2.0%
CCOc1ccc(C(=S)N2CCCC2)c(OCC)c1	2%	3%	21%	11%	i
COc1ccc(S(=O)(=O)N2CCCCCC2)cc1C(=O)Nc1ccc(C)cn1	4%	-5%	-17%	-8%	10%
C[C@H](NC(=O)CCC1CCC(=O)N1)c1ccccc1 (stereo partly drawn)	-1%	8%	-3%	-10%	0.3%	VEEV TC-83 Vero 10K pilot screen=1.0
COCCN(C(=S)Nc1ccc(OC)cc1)C1CCN(C(C)=O)CC1	-5%	-10%	-19%	2%	0.9%
CS(=O)(=O)NCCCCCCNS(C)(=O)=O	-2%	1%	-14%	-4%	1.7%	VEEV TC-83 Vero 10K pilot screen=1.4
COC(=O)c1cccc(NC(=O)Nc2ccc(Cl)cc2)c1	5%	.	-3%	5%	0.6%
CN(c1ccc(OCC(=O)OCC(=O)NCc2ccco2)cc1)S(=O)(=O)c1ccc2ccccc2c1	0%	-2%	26%	-3%	0.2%
Cc1onc(-c2c(Cl)cccc2Cl)c1C(=O)N1CCCc2ccccc21	2%	3%	33%	2%	i
CC[C@]12c3[nH]c4ccc(Cl)cc4c3CCN1C(=O)[C@@H](CC(=O)NCCCn1ccnc1)C[C@@H]2C(=O)N1CCN(C(=O)c2ccco2)CC1	.	7%	.	.	1.4%
CCOC(=O)c1ccc(NC(=O)CSc2nnc(CNc3ccc(OC)cc3)n2C)cc1	1%	1%	9%	?	1.0%
COc1ccc(-c2cc(C(=O)Nc3ccc(OC)c(OC)c3)no2)cc1	-4%	-43%	13%	4%	i
CCc1cc(C(=O)NCCN(C)C)cs1	5%	-9%	-20%	-7%	0.5%
CCCS(=O)(=O)N1CCCC(C(=O)NCC2CCCO2)C1 (stereo not drawn)	7%	-8%	-12%	-9%	3.6%
Oc1ccccc1CC=NC1CCCCC1	.	7%	.	.	2.7%
COc1cc(/C=C2\S/C(=N/S(=O)(=O)Cc3ccccc3)NC2=O)c([N+](=O)[O-])cc1OC	0%	-2%	16%	-14%	2.4%
CN(CC(=O)N1CCc2[nH]c3ccc(F)cc3c2C1)CC1OCCO1	-17%	.	-5%	-8%	.
COCCCNC(=O)c1ccc(CS(=O)(=O)c2cccc(C(F)(F)F)c2)o1	-7%	16%	-6%	1%	0.2%
COc1ccc(NC(=O)NNS(=O)(=O)c2ccc(Br)cc2)cc1	-8%	5%	-22%	-3%	1.8%
Cc1ccc(C2(C(F)(F)F)NC(=O)N3CCN=C3S2)cc1 (stereo not drawn)	10%	-7%	34%	-2%	i
COc1ccc(NC(=O)CSc2nc(NS(=O)(=O)c3ccc(C)cc3)cc(=O)[nH]2)cc1	-5%	6%	11%	48%	i
O=C(Nc1cccc(F)c1)c1cccnc1N1CCOCC1	-6%	0%	-3%	1%	2.0%
Cn1cccc1C(=O)c1cccc([N+](=O)[O-])c1	-5%	-8%	-21%	-3%	i
SMILES	PhoP GFP inhibition	influenza NS1A	tuberculosis growth	M. tuberculosis HTS	VEEV TC-83 Vero	others
CCC(C)(C)C1CCC2(CC1)NC(=O)N(CC(=O)Nc1nc(-c3ccc(C)cc3)cs1)C2=O (stereo not drawn)	4%	-8%	-4%	-2%	0.2%
C=CCn1c(-c2ccc(Cl)cc2)cnc1SC(C)C(=O)NC(N)=O (stereo not drawn)	-9%	5%	10%	-8%	7.7%
Cn1c(-c2ccc(F)cc2)cc2onc(-c3c(F)cccc3Cl)c2c1=O	.	.	-5%	2%	.
O=C(CSc1nnc2ccc(-c3ccc(F)cc3)nn12)NCC1CCCO1 (stereo not drawn)	-4%	2%	-9%	10%	i
COCCCN(C(=O)CSCc1c(C)noc1C)c1c(N)n(Cc2ccccc2)c(=O)[nH]c1=O	3%	-4%	9%	-9%	3.3%
O=C(Cc1ccccc1)N1CCN(C(=O)c2ccco2)CC1	-10%	-3%	-5%	2%	0.8%
Cc1cnc(C(=O)Nc2cccc(S(=O)(=O)N(C)C)c2)cn1	-4%	-3%	-10%	6%	0.2%
Cc1ccc(NC(=O)NCCN2C(=O)C3C4C=CC(C4)C3C2=O)cc1 (stereo not drawn)	-8%	9%	2%	-5%	0.1%
Cc1ccccc1N1CC(c2nc3ccccc3[nH]2)CC1=O (stereo not drawn)	-4%	-2%	-3%	-9%	1.2%
NC1=NC2(CCCC2)n2c(nc3ccccc32)N1	-6%	13%	5%	2%	i
O=C(Cn1c(O)c(N=NC(=O)c2ccncc2)c2ccccc21)Nc1ccccc1	1%	.	-4%	-5%	.
CCN(Cc1ccccc1)C(c1cc2cc(C)ccc2[nH]c1=O)c1nnnn1CCOC (stereo not drawn)	-3%	-4%	3%	2%	9.0%

Part of the list above in order of formula weight, largest number first.
SMILES	PhoP GFP inhibition	influenza NS1A	tuberculosis growth	M. tuberculosis HTS	VEEV TC-83 Vero	others
CCC(C)(C)C1CCC2(CC1)NC(=O)N(CC(=O)Nc1nc(-c3ccc(C)cc3)cs1)C2=O (stereo not drawn)	4%	-8%	-4%	-2%	0.2%
O=C(Cn1c(O)c(N=NC(=O)c2ccncc2)c2ccccc21)Nc1ccccc1	1%	.	-4%	-5%	.
O=C(CSc1nnc2ccc(-c3ccc(F)cc3)nn12)NCC1CCCO1 (stereo not drawn)	-4%	2%	-9%	10%	i
Cn1c(-c2ccc(F)cc2)cc2onc(-c3c(F)cccc3Cl)c2c1=O	.	.	-5%	2%	.
Cc1ccc(NC(=O)NCCN2C(=O)C3C4C=CC(C4)C3C2=O)cc1 (stereo not drawn)	-8%	9%	2%	-5%	0.1%
O=C(Cc1ccccc1)N1CCN(C(=O)c2ccco2)CC1	-10%	-3%	-5%	2%	0.8%
